TRPC6 activator: activators of mouse TRPC6 channel | Q61143 | HEK293-TRPC6 membrane potential dye fluorescence; hits give high values | B-score at 10 µM | 310,000 tested, 0.13% active;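 active = B-score of the integrated fluorescence ratio above library mean plus 3 SD, and starting fluorescence ratio within library mean plus 5 SD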;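 also: higher score means more depolarization so channel activation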
ANO1 block: mouse TMEM16A channel inhibition, primary screen; Q8BHY3; HEK293 TMEM16A/YFP iodide influx fluorescence, ionomycin; normalized B-score (activity score, 25-100; higher = stronger inhibition) at 10 µM; 310,000 tested, 1.2% active; AID 588511;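 active = ratio plate-corrected score three or more library SD toward inhibition, starting fluorescence score within five deviations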;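 also: score derived from kinetic fluorescence span divided by baseline fluorescence per well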
TRPC4 PAM: allosterically enhances the mouse TRPC4 cation channel; AID 2227; 310,000 tested, 0.42% active; B-score at 10 µM; HEK293 TRPC4beta/mu-opioid, DAMGO EC20, Fluo-4 Ca2+ flux; hits give high values; Q9QUQ5;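 active = B-score of calcium response area above 5 SD of library B-scores, with initial fluorescence ratio within 5 SD of library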;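 also: B-score of integrated fluorescence ratio over time as area under calcium response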
Target sequence (Q9QUQ5 whole entry, looked up): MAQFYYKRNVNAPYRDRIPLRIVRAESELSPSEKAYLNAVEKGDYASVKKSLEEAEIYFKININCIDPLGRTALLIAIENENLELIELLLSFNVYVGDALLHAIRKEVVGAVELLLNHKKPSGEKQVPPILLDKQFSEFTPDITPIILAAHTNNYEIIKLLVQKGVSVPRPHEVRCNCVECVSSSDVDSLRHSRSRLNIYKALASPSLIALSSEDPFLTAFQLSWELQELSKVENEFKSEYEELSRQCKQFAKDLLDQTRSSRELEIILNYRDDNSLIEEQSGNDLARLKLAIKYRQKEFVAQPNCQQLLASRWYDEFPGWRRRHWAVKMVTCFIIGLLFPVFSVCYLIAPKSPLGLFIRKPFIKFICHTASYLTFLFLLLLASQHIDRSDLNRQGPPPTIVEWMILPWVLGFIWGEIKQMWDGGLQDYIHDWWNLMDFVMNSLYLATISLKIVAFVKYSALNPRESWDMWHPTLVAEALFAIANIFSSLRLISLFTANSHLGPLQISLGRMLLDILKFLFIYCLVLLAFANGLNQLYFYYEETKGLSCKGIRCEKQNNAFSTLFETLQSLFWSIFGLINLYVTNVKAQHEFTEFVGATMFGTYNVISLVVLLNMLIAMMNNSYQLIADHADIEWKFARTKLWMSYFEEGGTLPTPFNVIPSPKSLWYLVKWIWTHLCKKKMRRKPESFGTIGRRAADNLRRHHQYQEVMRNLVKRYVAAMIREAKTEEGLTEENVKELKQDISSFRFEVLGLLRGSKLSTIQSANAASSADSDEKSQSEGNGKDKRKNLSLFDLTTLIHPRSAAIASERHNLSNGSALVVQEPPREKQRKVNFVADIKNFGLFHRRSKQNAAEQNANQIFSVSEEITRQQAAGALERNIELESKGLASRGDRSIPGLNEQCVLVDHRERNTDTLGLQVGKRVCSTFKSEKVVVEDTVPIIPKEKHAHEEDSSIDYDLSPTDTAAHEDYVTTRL
TMEM16A act: activators or potentiators of mouse TMEM16A chloride channel | HEK293 TMEM16A/YFP-H148Q/I152L, iodide quench fluorescence; hits give low values | AID 623877 | B-score at 10 µM | 340,000 tested, 0.3% active | Q8BHY3;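 active = fluorescence-ratio B-score plate-corrected deviation score at least 3 library SD below zero, with starting fluorescence score within 5 deviations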;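 also: channel opened by trigger with iodide after compound preincubation; score built on the fluorescence ratio of max minus min over baseline; more negative score means more quench and so TMEM16A activation or potentiation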
TRPC6 inh: inhibitors of mouse TRPC6 channel; 310,000 tested, 1.1% active; HEK293-TRPC6, membrane potential dye, ACh-evoked depolarization; hits give low values; B-score at 10 µM; Q61143;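 active = B-score under library mean minus 3 SD, initial fluorescence not abnormally high, positive integrated signal ratio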;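 also: B-score derived from integrated fluorescence ratio over the kinetic read; more negative B-score means stronger inhibition of depolarization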
TRPC4 agonist: opens the mouse TRPC4 cation channel. HEK293 TRPC4beta/mu-opioid, Fluo4 calcium fluorescence; hits give high values. B-score at 10 µM. 310,000 tested, 0.49% active. AID 2237;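 active = B-score above 5 SD of library B-scores, and initial fluorescence ratio not above library mean plus 5 SD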;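 also: positive B-score marks a calcium rise read as TRPC4 activation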
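Assay system: HEK293 stable line with TRPC4beta plus mu-opioid receptor; schedule: 45 min room-temperature Fluo4 loading, 110 s read; technique: kinetic Fluo4 calcium fluorescence; evaluation: integrated baseline-normalised fluorescence ratio, converted to per-well B score; controls: buffer (low) and maximal DAMGO (high)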
MrgX1 agonist: human MrgX1 receptor agonism, primary screen | 310,000 tested, 0.44% active | MrgX1-HEK293 cells, Fluo-4 calcium fluorescence, agonist mode; hits give high values | B-score at 10 µM | Q96LB2;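 active = calcium response B-score plate-corrected fluorescence ratio at least 3 library SD, with starting fluorescence B-score inside 5 SD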
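Test system: HEK293 cells stably expressing human MrgX1 receptor; Input: fifteen thousand cells per well; Dosing: compound delivered in addition one of three; Schedule: overnight seeding, then 1 h dark dye loading; Technique: Fluo-4 NW calcium fluorescence; Measure: B-scored fluorescence response ratio; Controls: positive and negative controls per plate.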
TRPC4 block: inhibitors of mouse TRPC4 channel; 300,000 tested, 0.39% active; HEK293 TRPC4beta/mu-opioid, DAMGO-evoked Fluo4 calcium flux; hits give low values; AID 2247; Q9QUQ5; B-score at 10 µM;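 active = B-score over 3 SD under the library average, no early fluorescence shift, positive overall ratio signal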
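Assay system: Stable TRPC4beta/mu-opioid receptor HEK293 cells | Reagent: DAMGO in two steps, submaximal then maximal | Compound dosing: Single concentration per test compound | Signal: Fluo4 Ca2+ flux fluorescence | Evaluation: Per-well B score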
RGS4 inh: inhibitors of human RGS4 | P49798 | HEK293 M3R/RGS4 inducible, Fluo-4 calcium flux; hits give high values; triggered by carbachol at its EC20 | B-score at 10 µM | 310,000 tested, 0.45% active | AID 463165;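 active = B-score, a plate-corrected calcium signal, over three deviations above library mean, with baseline fluorescence within five deviations of library mean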;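 also: RGS4 expression induced by doxycycline in cells with stable M3 receptor; B-score is computed from the integrated fluorescence ratio over baseline after carbachol; higher B-score means a larger calcium signal and so more RGS4 inhibition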
MrgX1 allo act: allosterically activates human MrgX1 receptor signaling | Q96LB2 | MrgX1-HEK293, Fluo-4 calcium flux, FDSS; hits give high values | B-score at 10 µM | 310,000 tested, 0.63% active | AID 588675;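 active = plate-corrected calcium response at least 3 library SD above typical, normal starting fluorescence, not activating the receptor alone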;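 also: compound read alongside a low EC10 to EC30 dose of BAM8-22 agonist; peak minus trough fluorescence over baseline measured at the second addition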
MrgX1 antag: blocks BAM8-22 activation of human MrgX1 receptor. AID 588676. B-score at 10 µM. Q96LB2. MRGX1-HEK293 calcium flux, Fluo-4, BAM8-22 antagonism; hits give low values. 310,000 tested, 1.3% active;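 active = calcium-response B-score plate-corrected more than 3 library SD below zero, starting fluorescence within 5 deviations, no agonist response on first addition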;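 also: peak minus trough fluorescence over baseline after final BAM8-22 challenge near maximal dose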
Active calls of the source: *; i = inactive; · = not tested or not shown. No enrichment for hits. Share with any hit: about 5.8%.

SMILES	TRPC6 activator	ANO1 block	TRPC4 PAM	TMEM16A act	TRPC6 inh	TRPC4 agonist	MrgX1 agonist	TRPC4 block	RGS4 inh	MrgX1 allo act	MrgX1 antag
CCc1ccc(C(C(=O)NC2CCCC2)N(C(=O)c2csnn2)C2CC2)cc1 (configuration not stated)	i	i	i	i	i	i	i	i	i	i	i
CCOC(=O)N1CCN(C(=O)CSC2=NS(=O)(=O)c3ccccc3N2)CC1	i	i	i	i	i	i	i	i	i	i	i
COc1cccc(C(=O)N/N=C(\C)c2cccc(NC(=O)c3ccc(F)cc3)c2)c1OC	i	i	i	i	i	i	i	i	i	i	i
CC1(C)N=C(N)N=C(N)N1c1ccccc1	i	i	i	i	i	i	i	i	i	i	i
CC(C)(C)OC(=O)N[C@@H](Cc1ccccc1)[C@H](O)c1ccco1	i	i	i	i	i	i	i	i	i	i	i
COc1ccc(NC(=O)N(Cc2cc3cc(OC)c(OC)cc3[nH]c2=O)CC2CCCO2)cc1 (configuration not stated)	i	i	i	i	i	i	i	i	i	i	i
COc1ccccc1NC(=O)C1CC(C(C)C)OC1=O (configuration not stated)	i	i	i	i	i	i	i	i	i	i	i
Cc1occc1-c1nnc(SCC(=O)NCCc2ccccc2)o1	i	i	i	i	i	i	i	i	i	i	i
CCOC(=O)C1C(=O)C=C(/C=C/c2ccccc2)CC1c1ccc(Cl)cc1 (configuration not stated)	i	i	i	i	i	i	i	i	i	i	i
Cc1ccc(C(=O)NCCCC(=O)O)o1	i	i	i	i	i	i	i	i	i	i	i
Cc1ccc(S(=O)(=O)c2nc(NCCN(C)C)sc2Cl)cc1	i	i	i	i	i	i	i	i	i	i	i
O=C(CN1CCN(Cc2ccc(Cl)cc2)CC1)N/N=C/c1c[nH]c2ccccc12	i	i	i	i	i	i	i	i	i	i	i
COc1ccc(C(=O)NCC2(c3ccc(OC)c(OC)c3)CCCC2)c(OC)c1	i	i	i	i	i	i	i	i	i	i	i
COc1ccc(NC(=O)COC(=O)C2CC(=O)N(c3ccc(C)cc3)C2)cc1 (configuration not stated)	i	i	i	i	i	i	i	i	i	i	i
O=c1cc(N2CCN(c3ccc(F)cc3)CC2)[nH]c(=O)n1C1CCCCC1	i	i	i	i	i	i	i	i	i	i	i
CCOCCCNC(=O)C(c1ccc(OC)cc1)N(Cc1cccs1)C(=O)c1ccccc1O (configuration not stated)	i	i	i	i	i	i	i	i	i	i	i
OCCN1CCN(C2CCC(c3ccc(F)cc3)c3ccc(F)cc32)CC1 (configuration not stated)	i	i	13*	i	i	i	i	i	i	i	i
COc1ccccc1C1=NNC(=Nc2cccc(S(=O)(=O)N(C)C)c2)SC1	i	i	i	i	i	i	i	i	i	i	-5*
CCOc1ccc(CNC(=O)C2CCCN(c3nnc(C)c4c(C)n(-c5ccccc5)nc34)C2)cc1 (configuration not stated)	i	i	i	i	i	i	i	i	i	i	i
COCCN(C(=O)c1cccc(N2C(=O)CCC2=O)c1)c1nc(-c2ccc([N+](=O)[O-])cc2)cs1	i	i	i	i	i	i	i	i	i	i	i
COc1ccccc1N1CCN(C(=O)CCc2nnc3ccc(N4CCOCC4)nn23)CC1	i	i	i	i	i	i	i	i	i	i	i
O=c1[nH]c(SCc2ccc(Cl)cc2)nc2[nH]ncc12	i	i	i	i	i	i	i	i	i	i	i
CCS(=O)(=O)c1nc(S(=O)(=O)c2ccc(Cl)cc2)c(NCc2ccccn2)s1	i	i	i	i	i	i	i	i	i	i	i
CC(C)(C)C1(O)CC(C(F)(F)F)=NN1C(=O)CCc1ccccc1 (configuration not stated)	i	i	i	i	i	i	i	i	i	i	i
CCSC1=N/C(=C\c2cccnc2)C(=O)N1c1ccccc1	i	i	i	i	i	i	i	i	i	i	i
CCOC(=O)Cc1csc(NC(=O)CSc2nc(C)cc(=O)[nH]2)n1	i	i	i	i	i	i	i	i	i	i	i
Cc1ccc(C(=O)Nc2nnn(C)n2)cc1	i	i	i	i	i	i	i	i	i	i	i
CC(=O)Nc1ccc(OCC(O)CN2CCN(c3ccc(Cl)cc3)CC2)cc1 (configuration not stated)	i	i	i	i	i	i	i	i	i	i	i
Cc1nn(-c2ccccc2)c(NC(=O)C(C)C)c(-c2ccccc2)c1=O	i	i	i	i	i	i	i	i	i	i	i
O=C(CSc1ncnc2c1cnn2-c1ccccc1)NC1CCCC1	i	i	i	i	i	i	i	i	i	i	i
Cc1ccc(S(=O)(=O)NCC(=O)Nc2ccc3c(c2)OCCO3)cc1	i	i	i	i	i	i	i	i	i	i	i
COc1ccc(CC(NC(C)=O)C(=O)NC2CCN(c3ncccc3[N+](=O)[O-])CC2)cc1 (configuration not stated)	i	i	i	i	i	i	i	i	i	i	i
COc1ccc(CNC(=O)C(OC(=O)c2ccco2)c2ccc(OC)cc2)cc1 (configuration not stated)	i	i	i	i	i	i	i	i	i	i	i
Fc1cccc(Cl)c1CNCc1cccnc1	i	i	i	i	i	i	i	i	i	i	i
O=C(Cn1c2c(c(-c3ccccc3Cl)cc1=O)CCC2)NCC1CCCO1 (configuration not stated)	i	i	i	i	i	i	i	i	i	i	i
Cc1ccoc1C(=O)NCCNc1ccc(Cl)cc1[N+](=O)[O-]	i	i	i	i	i	i	i	i	i	i	-5.1*
CN(Cc1ccccc1)C(=O)C1CCN(S(=O)(=O)c2cccc3nonc23)CC1	i	i	i	i	i	i	i	i	i	i	i
COC(C[C@@H](O)[C@H](C)[C@H](O)COCc1ccccc1)OC	i	·	i	i	i	i	·	i	i	·	·
Cc1cc(C)c(NC(=O)Nc2ccccc2)c(Cl)c1	i	i	i	i	i	i	i	i	i	i	i
c1ccc(C2C3=C(Nc4ncnn42)c2ccccc2CCC3)cc1 (configuration not stated)	i	i	i	i	i	i	i	i	i	i	i
COc1ccccc1CNS(=O)(=O)c1ccc2c(c1)CCCN2C(C)=O	i	i	i	i	i	i	i	i	i	i	i
CC(=O)NCCc1nc2ccccc2n1CCc1ccccc1	i	·	i	i	i	i	·	i	i	·	·
O=C(NC(=S)Nc1cnc2ccccc2c1)c1ccccc1	i	i	i	i	i	i	i	i	i	i	i
O=C(c1cccnc1)N1CCN(S(=O)(=O)c2cccc(Cl)c2)CC1	i	i	i	i	i	i	i	i	i	i	i
CCOC(=O)c1cc(-c2ccc3c(c2)OCCO3)nc2c1c(C)nn2CCC#N	i	i	i	i	i	i	i	i	i	i	i
COc1cccc(C(=O)Oc2ccccc2/C=C\C(=O)c2cc3ccccc3o2)c1	i	·	i	i	i	i	·	i	i	·	·
CC(C)N1CCN(Cc2nc3c(s2)CCCC3)CC1CCO (configuration not stated)	i	i	i	i	i	i	i	i	i	i	i
CCOC(=O)C1CCN(S(=O)(=O)c2c(C)[nH]c(C)c2C(=O)N2CCCCC2)CC1	i	i	i	i	i	i	i	i	i	i	i
CCOC(=O)N1CCc2c(sc3ncn(C)c(=O)c23)C1	i	i	i	i	i	i	i	i	i	i	i
Cc1ccc(-c2oc3ncnc(N)c3c2-c2ccc(C)cc2)cc1	i	i	i	i	i	i	i	i	i	i	i
Going on with the list:
SMILES	TRPC6 activator	ANO1 block	TRPC4 PAM	TMEM16A act	TRPC6 inh	TRPC4 agonist	MrgX1 agonist	TRPC4 block	RGS4 inh	MrgX1 allo act	MrgX1 antag
Cc1ccc(S(=O)(=O)N(CC(=O)N2CCC(C(N)=O)CC2)Cc2ccc(F)cc2)cc1	i	i	i	i	i	i	i	i	i	i	i
Cc1ccc(C(=O)OCn2ncc(Cl)c(Cl)c2=O)cc1	i	i	i	i	i	i	i	i	i	i	i
CC(C)c1ccc(/C=N/N2CCCCC2)cc1	i	i	i	i	i	i	i	i	i	i	i
CC(C)(C)C(=O)CNCC(=O)C(C)(C)C	i	i	i	i	i	i	i	i	i	i	i
O=C1c2ccccc2C(=O)N1COc1ccc(S(=O)(=O)N2CCOCC2)cc1[N+](=O)[O-]	i	i	i	i	i	i	i	i	i	i	i
COc1ccc(C2CC(c3cccc(OC)c3OC)n3nnnc3N2)cc1 (configuration not stated)	i	i	i	i	i	i	i	i	i	i	i
CCN(CC)C(=O)C(=O)c1cc(C)n(-c2ccc(F)cc2)c1C	i	i	i	i	i	i	i	i	i	i	i
CCCN(CCC)C(=O)Cc1ccc(F)cc1	i	i	i	i	i	i	i	i	i	i	i
COC(=O)c1cc(S(=O)(=O)NCC2CCN(Cc3cc(C)ccc3C)CC2)c[nH]1	i	i	i	i	i	i	i	i	i	i	i
CCCCNC(=O)n1c(SC)nc2ccccc21	i	i	i	i	i	i	i	i	i	i	i
CCOc1ccc(C)cc1S(=O)(=O)n1ccc(C)n1	i	i	i	i	i	i	i	i	i	i	i
COc1ccc(-c2nc(CS(=O)CC(=O)NC3CCCCCC3)c(C)o2)cc1 (configuration not stated)	i	i	i	i	i	i	i	i	i	i	i
O=C(CN1C(=O)NC2(CCCCC2)C1=O)Nc1cccc(S(=O)(=O)N2CCOCC2)c1	i	i	i	i	i	i	i	i	i	i	-5.4*
Cc1ccc(S(=O)(=O)C2(C(=O)Nc3nccs3)CC2)cc1	·	i	·	i	·	·	i	·	·	i	i
Cc1ccc(-n2nnnc2SCC(=O)NC2CCCc3ccccc32)c(C)c1 (configuration not stated)	i	i	i	i	i	i	i	i	i	i	i
O=CN1N=C(c2ccccc2)CC1c1ccccc1[N+](=O)[O-] (configuration not stated)	i	i	i	i	i	i	i	i	i	i	i
Cc1cccc(-n2ncc3c(NCc4ccccc4)ncnc32)c1	i	i	i	i	i	i	i	i	i	i	i
CC1(C)CC(=O)C=C(NCCN2CCN(C(=O)Nc3ccc(Cl)cc3)CC2)C1	i	i	i	i	i	i	i	i	i	i	i
C=CCNC(=S)N/N=C(\C)c1cc(OC)c(OC)c(OC)c1	i	i	i	i	i	i	i	i	i	i	i

Assay outcomes (PubChem BioAssay)
